FXN GAA850 act: increases GAA850 frataxin promoter reporter activity | HEK293 lucGAA850 FXN promoter luciferase reporter, 24 h; percent of 10 µM SAHA response | activation, % at 6 µM | 360,000 compounds, 0.56% hits | AID 540364;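 active = activation above the average of all compounds screened plus 3 SD, cutoff fixed separately per campaign, cut at about 7.5% in these data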;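 note: 0% = DMSO wells and 100% = 10 µM SAHA wells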
hgDAF-12 ag: agonists of H. glycines DAF-12 nuclear receptor; activation, % at 6.8 µM; 370,000 compounds, 1.8% hits; AID 687014; HEK293 GAL4-hgDAF12 UAS-luciferase reporter, agonist luminescence; normalized to butyrate control;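 active = activation above a cutoff set at the mean of all screened compounds plus 3 SD, cut at about 10% in these data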;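 note: 0% = DMSO wells and 100% = sodium butyrate wells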
hcDAF12 agonist: activates DAF-12 receptor from parasite H. contortus; HEK293 hcDAF-12 lit1-tk-luc reporter, luminescence; 0% DMSO, 100% Δ7-dafachronic acid; activation, % at 6.8 µM; 370,000 compounds, 1.4% hits;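 active = activation above the mean of all tested compounds plus 3 SD, cut at about 5.5% in these data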;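 note: 100% = response to 3 µM Δ7-dafachronic acid high control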
SMARCA2 activ: increases SMARCA2 function in MMTV reporter cells | MG213 cells, MMTV-luciferase reporter, dexamethasone, overnight | activation, % at 9.1 µM | 370,000 compounds, 1% hits | AID 652017; in the data active = activation above about 7.8%;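 note: 0% = vehicle wells and 100% = reference activator wells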
DAX1 inh-1: DAX1 (NR0B1) inhibition, primary screen | 370,000 compounds, 1.1% hits | inhibition, % at 6.8 µM | HEK293T StAR-luciferase reporter, SF-1/DAX-1 repression relief | AID 652010;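 active = inhibition above the mean over all tested compounds plus 3 SD, cut at about 3.6% in these data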;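 note: 0% = DAX-1 cells with DMSO and 100% = cells lacking DAX-1 with DMSO; higher inhibition means more luminescence from relief of DAX-1 repression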
ssDAF12 agonist: activates DAF-12 receptor from parasite S. stercoralis | HEK293 ssDAF-12/GRIP1 lit1-tk-luc reporter, luminescence; % of 3 µM dafachronic acid response | activation, % at 6.8 µM | 370,000 compounds, 1% hits;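 active = activation above the mean over all tested compounds plus 3 SD, cut at about 0.9% in these data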;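 note: 0% = DMSO-only wells and 100% = 3 µM delta7-dafachronic acid wells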
KLK7 zymogen act: activators of human kallikrein-7 zymogen; P49862; purified proKLK7, EDANS-DABCYL substrate fluorescence; 100% is mature enzyme control, 0% vehicle; activation, % at 7 µM; 370,000 compounds, 0.9% hits;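 active = activation above the mean of all tested compounds plus 3 SD, computed per campaign excluding outliers beyond control limits, cut at about 13% in these data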
HGIII-sPLA2 inh: Inhibits HGIII-sPLA2 liposome hydrolysis, primary screen. 370,000 compounds, 0.56% hits. QFRET BODIPY PC-A2 liposome hydrolysis, fluorescence. Q9NZ20. inhibition, % at 12.2 µM;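 active = inhibition above mean plus 3 SD of compounds lying within the high and low control bounds, cut at about 19% in these data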;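 note: 0% = median of test compound wells and 100% = no enzyme DMSO wells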
GC-A act: GC-A (human) enzyme activation | HEK293 GC-A cells, cGMP TR-FRET, EC30 ANP; 0% at EC30 ANP, 100% saturating ANP | activation, % at 10 µM | 370,000 compounds, 0.14% hits | AID 1671463; in the data active = activation above about 40%
DAX1 inh-2: inhibits human nuclear receptor DAX1 | P51843 | HEK293 Gal4-DAX1 luciferase reporter, luminescence | inhibition, % at 6.75 µM | 340,000 compounds, 0.99% hits | AID 504766;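 active = inhibition above the mean over all tested compounds plus 3 SD, cut at about 4.2% in these data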;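 note: 0% = DAX1-transfected cells with DMSO and 100% = empty-vector control cells with DMSO; inhibition shows as a rise in luminescence from relieved DAX1 repression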
NPR2 activator: GC-B (human) receptor activation. P20594. HEK293-GC-B cells, CNP EC30, cGMP TR-FRET; 0% at EC30 CNP, 100% saturating CNP. activation, % at 10 µM. 370,000 compounds, 0.11% hits. AID 1920062;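 active = activation at 10 µM reaching about 35% in either raw or pattern-adjusted values, limit read from the data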
Target sequence (P20594 whole entry, looked up): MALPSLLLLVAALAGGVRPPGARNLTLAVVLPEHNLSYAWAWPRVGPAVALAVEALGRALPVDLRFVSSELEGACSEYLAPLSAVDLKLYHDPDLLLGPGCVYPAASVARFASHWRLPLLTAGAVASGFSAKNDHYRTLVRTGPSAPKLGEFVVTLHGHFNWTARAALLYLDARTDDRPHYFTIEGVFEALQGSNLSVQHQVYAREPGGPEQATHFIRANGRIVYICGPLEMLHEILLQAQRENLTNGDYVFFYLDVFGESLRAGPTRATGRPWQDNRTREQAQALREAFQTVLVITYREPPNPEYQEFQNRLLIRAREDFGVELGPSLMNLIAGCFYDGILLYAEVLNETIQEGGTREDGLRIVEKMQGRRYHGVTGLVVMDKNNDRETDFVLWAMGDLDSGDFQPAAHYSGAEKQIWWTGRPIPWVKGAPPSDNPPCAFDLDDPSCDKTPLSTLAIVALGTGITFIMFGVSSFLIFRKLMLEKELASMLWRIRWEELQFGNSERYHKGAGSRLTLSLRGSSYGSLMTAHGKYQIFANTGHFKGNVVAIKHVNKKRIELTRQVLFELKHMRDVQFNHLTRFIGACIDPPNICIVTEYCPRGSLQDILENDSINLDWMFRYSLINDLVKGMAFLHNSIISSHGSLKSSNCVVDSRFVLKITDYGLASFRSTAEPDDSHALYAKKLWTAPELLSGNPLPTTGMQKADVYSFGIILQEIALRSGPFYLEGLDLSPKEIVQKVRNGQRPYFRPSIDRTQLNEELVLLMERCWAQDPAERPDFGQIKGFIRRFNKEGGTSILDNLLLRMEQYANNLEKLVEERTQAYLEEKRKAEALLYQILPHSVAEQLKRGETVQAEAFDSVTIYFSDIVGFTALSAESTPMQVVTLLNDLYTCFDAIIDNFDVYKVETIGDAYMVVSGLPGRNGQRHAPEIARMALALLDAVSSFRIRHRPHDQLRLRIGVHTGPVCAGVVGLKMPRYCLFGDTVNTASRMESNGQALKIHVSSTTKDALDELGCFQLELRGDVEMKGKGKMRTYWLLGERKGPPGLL
* hit, by the source's call; . = no result given.

Codes: A = FXN GAA850 act; B = hgDAF-12 ag; C = hcDAF12 agonist; D = SMARCA2 activ; E = DAX1 inh-1; F = ssDAF12 agonist; G = KLK7 zymogen act; H = HGIII-sPLA2 inh; I = GC-A act; J = DAX1 inh-2; K = NPR2 activator
1: O=C(NNC(=O)C(c1ccccc1)c1ccccc1)c1cccs1
  A: -0.9 | B: -2.3 | C: 0.4 | D: 0 | E: -0.7 | F: -0.3 | G: -0.1 | H: -5 | I: 0 | J: 0.2 | K: -2
2: CN(Cc1ccc([N+](=O)[O-])cc1)c1ccccc1
  A: 2.0 | B: 1.0 | C: -0.3 | D: -1 | E: -2.6 | F: -0.8 | G: -0.2 | H: 2 | I: -3 | J: -0.5 | K: 2
3: COCCOC(=O)C1=C(C)N(Cc2ccccc2)C(=O)NC1c1cccc(OC)c1OC (stereo not given)
  A: 0.1 | B: -3.3 | C: -1.9 | D: -4 | E: -0.3 | F: -1.5 | G: -0.3 | H: -3 | I: 0 | J: -2.1 | K: 2
4: O=C(CNc1ccccc1)NNC1=NCCC1
  A: 1.6 | B: 2.3 | C: -0.8 | D: 5 | E: -0.3 | F: -0.5 | G: -0.1 | H: 1 | I: 1 | J: -0.7 | K: 0
5: CCN(CC)CCCN1C=C2C(=O)C(C)(OC(=O)CCC(=O)OC)C(=O)C=C2C=C1C1CC1 (stereo not given)
  A: -0.3 | B: 1.8 | C: 0.4 | D: 0 | E: -0.1 | F: -1.1 | G: 1.3 | H: 6 | I: 0 | J: 1.1 | K: 6
6: COC(=O)[C@H](Cc1ccccc1)NC(=O)[C@@H]1C[C@H]1[C@@H](NC(=O)OCc1ccccc1)c1ccccc1
  A: 1.5 | B: -1.1 | C: -0.5 | D: 0 | E: -0.2 | F: -1.0 | G: -0.1 | H: 4 | I: -8 | J: -1.3 | K: -5
7: CCOC(=O)COn1c(-c2cccc(Cl)c2)nc2ccc([N+](=O)[O-])cc21
  A: 2.5 | B: 3.4 | C: 0.8 | D: 4 | E: 0.3 | F: -1.7 | G: 0.2 | H: -4 | I: 16 | J: 0.1 | K: 17
8: O=C(NCCc1nc2ccccc2[nH]1)C1CCC(=O)N(CCc2cccc(F)c2)C1 (stereo not given)
  A: -0.1 | B: -1.9 | C: -1.9 | D: 0 | E: -0.5 | F: -0.9 | G: 0.7 | H: -3 | I: -10 | J: 0.6 | K: 1
9: COc1ccccc1/C=C/C(=O)NNC(=O)c1cccs1
  A: 1.2 | B: 3.2 | C: 4.2 | D: 0 | E: 0.1 | F: -0.1 | G: 2.0 | H: -1 | I: 2 | J: 1.6 | K: 0
10: Cc1ccc(NC2CCCN(C(=O)c3ccccn3)C2)cc1C (stereo not given)
  A: -0.3 | B: -1.5 | C: -2.8 | D: -3 | E: -0.2 | F: -0.6 | G: -0.2 | H: 7 | I: 0 | J: 0.1 | K: -2

2 entries from above in a different format.
6) COC(=O)[C@H](Cc1ccccc1)NC(=O)[C@@H]1C[C@H]1[C@@H](NC(=O)OCc1ccccc1)c1ccccc1
5) CCN(CC)CCCN1C=C2C(=O)C(C)(OC(=O)CCC(=O)OC)C(=O)C=C2C=C1C1CC1 (stereo not given)
assay / entry	6	5
FXN GAA850 act	1.5	-0.3
hgDAF-12 ag	-1.1	1.8
hcDAF12 agonist	-0.5	0.4
SMARCA2 activ	0	0
DAX1 inh-1	-0.2	-0.1
ssDAF12 agonist	-1.0	-1.1
KLK7 zymogen act	-0.1	1.3
HGIII-sPLA2 inh	4	6
GC-A act	-8	0
DAX1 inh-2	-1.3	1.1
NPR2 activator	-5	6

Next structures
Codes: A = FXN GAA850 act; B = hgDAF-12 ag; C = hcDAF12 agonist; D = SMARCA2 activ; E = DAX1 inh-1; F = ssDAF12 agonist; G = KLK7 zymogen act; H = HGIII-sPLA2 inh; I = GC-A act; J = DAX1 inh-2; K = NPR2 activator
11: Cc1cccc(NC(=O)CCc2nnc3ccc(NCc4ccco4)nn23)n1
  A: 1.5 | B: 0.4 | C: -0.8 | D: -2 | E: 0.3 | F: -0.9 | G: 0.0 | H: 1 | I: -1 | J: 0.2 | K: -2
12: O=C(/C=C/c1ccc(OCCCF)cc1)Nc1ccnc(-c2ccncc2)n1
  A: -0.9 | B: -1.4 | C: -0.8 | D: -3 | E: -0.6 | F: -1.8 | G: -4.9 | H: -3 | I: -5 | J: -0.2 | K: 0
13: COCCNC(=O)CN(C(=O)CCC(=O)Nc1nccs1)c1ccc2c(c1)OCO2
  A: 0.7 | B: 1.6 | C: -0.9 | D: -2 | E: 0.0 | F: -0.6 | G: 0.4 | H: -1 | I: 3 | J: -0.9 | K: 1
14: CC(NC(=O)C12CC3CC(C1)CC(n1cncn1)(C3)C2)C12CC3CC(CC(C3)C1)C2 (stereo not given)
  A: 1.7 | B: -2.2 | C: -3.1 | D: -2 | E: -1.6 | F: -1.6 | G: 0.1 | H: 3 | I: 0 | J: -0.3 | K: -6
15: COCC(C)n1c(SCC(=O)NC(=O)NCc2ccccc2)nc2ccccc2c1=O (stereo not given)
  A: 1.5 | B: 1.1 | C: -1.1 | D: -3 | E: -0.6 | F: -1.1 | G: 0.0 | H: -2 | I: -1 | J: -1.7 | K: 4
16: COc1ccc(C2=Nc3ccccc3NC(=O)C2N(CCCn2ccnc2)C(=O)c2cccc(S(C)(=O)=O)c2)cc1 (stereo not given)
  A: . | B: -1.2 | C: 1.4 | D: -3 | E: 2.4 | F: -0.8 | G: 1.9 | H: -5 | I: -1 | J: . | K: -2
17: COc1ccc(CC(=O)OC(C)C(=O)Nc2ccc(Cl)cn2)cc1 (stereo not given)
  A: 3.0 | B: 1.0 | C: -0.1 | D: -1 | E: 1.4 | F: -1.2 | G: -0.3 | H: -6 | I: 1 | J: 1.2 | K: -1
18: CC1=CC(C)(C)NC(=S)N1c1ccc([N+](=O)[O-])cc1
  A: -0.8 | B: -2.1 | C: -2.1 | D: 1 | E: -1.2 | F: -0.8 | G: 0.0 | H: 4 | I: 3 | J: -1.7 | K: 5
19: COc1ccccc1C(=O)NC(CCSC)C(=O)NNC(=O)C(C)Oc1ccccc1F (stereo not given)
  A: -0.3 | B: -3.6 | C: 0.0 | D: -1 | E: -1.2 | F: -1.0 | G: -0.4 | H: 6 | I: -1 | J: -0.1 | K: -2
20: COCCCNC(=O)C[C@H]1C[C@H](C(=O)N2CCOCC2)[C@@]2(CCC3CCCC3)c3[nH]c4cc(-c5ccco5)ccc4c3CCN2C1=O
  A: 2.0 | B: -2.3 | C: 0.4 | D: -6 | E: 5.8* | F: -1.3 | G: 23* | H: -16 | I: -3 | J: -1.3 | K: 7

5 entries drawn at random from those above, as already listed:
Codes: A = FXN GAA850 act; B = hgDAF-12 ag; C = hcDAF12 agonist; D = SMARCA2 activ; E = DAX1 inh-1; F = ssDAF12 agonist; G = KLK7 zymogen act; H = HGIII-sPLA2 inh; I = GC-A act; J = DAX1 inh-2; K = NPR2 activator
12: O=C(/C=C/c1ccc(OCCCF)cc1)Nc1ccnc(-c2ccncc2)n1
  A: -0.9 | B: -1.4 | C: -0.8 | D: -3 | E: -0.6 | F: -1.8 | G: -4.9 | H: -3 | I: -5 | J: -0.2 | K: 0
20: COCCCNC(=O)C[C@H]1C[C@H](C(=O)N2CCOCC2)[C@@]2(CCC3CCCC3)c3[nH]c4cc(-c5ccco5)ccc4c3CCN2C1=O
  A: 2.0 | B: -2.3 | C: 0.4 | D: -6 | E: 5.8* | F: -1.3 | G: 23* | H: -16 | I: -3 | J: -1.3 | K: 7
11: Cc1cccc(NC(=O)CCc2nnc3ccc(NCc4ccco4)nn23)n1
  A: 1.5 | B: 0.4 | C: -0.8 | D: -2 | E: 0.3 | F: -0.9 | G: 0.0 | H: 1 | I: -1 | J: 0.2 | K: -2
16: COc1ccc(C2=Nc3ccccc3NC(=O)C2N(CCCn2ccnc2)C(=O)c2cccc(S(C)(=O)=O)c2)cc1 (stereo not given)
  A: . | B: -1.2 | C: 1.4 | D: -3 | E: 2.4 | F: -0.8 | G: 1.9 | H: -5 | I: -1 | J: . | K: -2
14: CC(NC(=O)C12CC3CC(C1)CC(n1cncn1)(C3)C2)C12CC3CC(CC(C3)C1)C2 (stereo not given)
  A: 1.7 | B: -2.2 | C: -3.1 | D: -2 | E: -1.6 | F: -1.6 | G: 0.1 | H: 3 | I: 0 | J: -0.3 | K: -6

Additional records follow:
Codes: A = FXN GAA850 act; B = hgDAF-12 ag; C = hcDAF12 agonist; D = SMARCA2 activ; E = DAX1 inh-1; F = ssDAF12 agonist; G = KLK7 zymogen act; H = HGIII-sPLA2 inh; I = GC-A act; J = DAX1 inh-2; K = NPR2 activator
21: O=[N+]([O-])c1ccccc1/C=N/NC1=NCCCCC1
  A: 4.7 | B: 3.5 | C: 1.0 | D: 2 | E: 1.4 | F: -0.5 | G: -0.5 | H: -6 | I: 0 | J: 0.0 | K: 1
22: Cc1ccc(C)c(S(=O)(=O)Nc2ccccc2C(=O)Nc2cc(C)on2)c1
  A: -2.5 | B: -2.3 | C: -1.4 | D: -4 | E: -0.4 | F: -1.4 | G: -0.4 | H: -63 | I: -2 | J: 0.0 | K: 1
23: Cc1ccc(S(=O)(=O)Nc2cccc(Oc3cnccn3)c2)cc1
  A: -0.9 | B: -4.6 | C: -1.7 | D: -3 | E: -0.2 | F: -0.8 | G: -0.7 | H: -9 | I: -2 | J: . | K: -8
24: O=C(CCN1CCCCC1)N1CCc2c([nH]c3ccccc23)C1c1cccnc1 (stereo not given)
  A: -0.1 | B: -1.8 | C: 1.2 | D: 1 | E: 0.0 | F: -0.7 | G: 1.1 | H: -9 | I: -9 | J: 0.4 | K: -7
25: Cn1c(SCC(N)=O)nnc1-c1ccccc1
  A: -1.5 | B: -2.5 | C: 0.1 | D: -1 | E: -0.3 | F: -0.5 | G: -0.5 | H: 1 | I: 0 | J: -0.1 | K: 2
